# AddAB inh = less growth of phage-infected E. coli with AddAB; E. coli expressing H. pylori AddAB, absorbance growth; inhibition, % at 11.9 µM; 330,000 compounds, 0.29% hits; AID 435030; in the data active = inhibition above about 12%;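 also: 0% = vehicle wells of infected cells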
# PfHsp90 yeast 2 = reduces growth (ATP signal) of yeast expressing P. falciparum Hsp90 | AID 504621 | S. cerevisiae expressing PfHsp90, BacTiter-Glo ATP, 48 h; yeast lacking PDR1 and PDR3 efflux regulators | inhibition, % at 9.4 µM | 310,000 compounds, 0.32% hits;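 active = every replicate shows inhibition above about 80%, whatever the replicate mean, limit read from the data; inconclusive = mean inhibition reaches the set limit but some replicate falls short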;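 also: 0% = DMSO neutral controls and 100% = 20 µM radicicol positive controls; yeast relying on Plasmodium falciparum Hsp90 in place of its own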
# Rtt109 Vps75 = inhibitors of Candida albicans Rtt109/Vps75 histone acetyltransferase | Q5AAJ8 | purified Rtt109/Vps75, ThioGlo CoA-SH fluorescence, 4 h | inhibition, % at 34.9 µM | 330,000 compounds, 0.16% hits | AID 540336;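 active = inhibition of at least 50% in every replicate; inconclusive = best replicate reaches 50% inhibition but some replicates fall short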
# Target sequence (Q5AAJ8 whole entry, looked up): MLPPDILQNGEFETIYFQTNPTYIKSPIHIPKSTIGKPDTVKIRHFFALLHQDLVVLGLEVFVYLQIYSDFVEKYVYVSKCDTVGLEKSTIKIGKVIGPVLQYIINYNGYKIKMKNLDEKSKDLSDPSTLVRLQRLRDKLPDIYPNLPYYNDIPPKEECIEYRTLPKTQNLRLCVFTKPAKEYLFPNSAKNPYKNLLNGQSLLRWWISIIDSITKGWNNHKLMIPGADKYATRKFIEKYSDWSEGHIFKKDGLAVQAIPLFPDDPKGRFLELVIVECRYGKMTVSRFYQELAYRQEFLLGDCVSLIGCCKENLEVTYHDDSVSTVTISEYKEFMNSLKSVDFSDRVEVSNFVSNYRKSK
# Tat export inh = E. coli Tat transport inhibition; E. coli MC4100 TorA-mCherry Tat export, fluorescence; 340,000 compounds, 0.036% hits; AID 488895; inhibition, % at 10 µM;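 active = mean replicate inhibition at least 50% and at least half of replicates individually reaching 50%; inconclusive = only one of the two criteria met; inactive = neither criterion met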;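 also: exported cargo escapes ClpAP degradation while cytoplasmic cargo is degraded and loses fluorescence; 0% = median of neutral control wells and 100% = median of NaSCN control wells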
# E coli growth = counter-screen for AddAB inhibitors: E. coli growth inhibition; E. coli V3065 growth, OD600 absorbance, 18 h; inhibition, % at 11.9 µM; 330,000 compounds, 0.27% hits;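 active = inhibition above the campaign's mean inhibition across all tested compounds plus 3 SD, cut at about 9.9% in these data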;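 also: uninfected addAB+ strain grown without phage in ampicillin broth; 0% = DMSO wells and 100% = ciprofloxacin 0.95 µg/ml wells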
# phage Ecoli inh = E. coli growth loss with phage present; inhibition, % at 11.9 µM; growth absorbance; 360,000 compounds, 0.26% hits; in the data active = inhibition above about 11%
# CAL PDZ FP = inhibitors of human CAL PDZ peptide binding; Q9HD26; purified CAL PDZ, TMR-peptide fluorescence polarization, 1 h; inhibition, % at 20 µM; 330,000 compounds, 0.02% hits; AID 504414;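 active = highest replicate inhibition of at least 40%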;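 also: plate controls were DMSO neutral control wells for no effect and unlabeled competitor peptide control wells for full effect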
#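 material = purified tagged CAL PDZ domain construct (CerCALP) | buffer or medium = sodium phosphate/NaCl buffer pH 7.4 with TCEP, IgG, Thesit | reagent = TMR-labelled reporter peptide T*-PRC34 bound in PDZ groove | incubation = 1 h room-temperature incubation prior to read | measured by = fluorescence polarization (mP) | evaluation = percent inhibition from loss of millipolarization | control set = unlabelled peptide and DMSO controls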
# DAGLB inh = diacylglycerol lipase beta (human) inhibition; HEK293T DAGLB membrane lysate, EnzChek fluorogenic substrate; inhibition, % at 5.17 µM; Q8NCG7; 340,000 compounds, 0.059% hits; AID 504411; in the data active = inhibition above about 34%;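 also: 0% = enzyme with vehicle and 100% = wells lacking enzyme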
# Target sequence (Q8NCG7 whole entry, looked up): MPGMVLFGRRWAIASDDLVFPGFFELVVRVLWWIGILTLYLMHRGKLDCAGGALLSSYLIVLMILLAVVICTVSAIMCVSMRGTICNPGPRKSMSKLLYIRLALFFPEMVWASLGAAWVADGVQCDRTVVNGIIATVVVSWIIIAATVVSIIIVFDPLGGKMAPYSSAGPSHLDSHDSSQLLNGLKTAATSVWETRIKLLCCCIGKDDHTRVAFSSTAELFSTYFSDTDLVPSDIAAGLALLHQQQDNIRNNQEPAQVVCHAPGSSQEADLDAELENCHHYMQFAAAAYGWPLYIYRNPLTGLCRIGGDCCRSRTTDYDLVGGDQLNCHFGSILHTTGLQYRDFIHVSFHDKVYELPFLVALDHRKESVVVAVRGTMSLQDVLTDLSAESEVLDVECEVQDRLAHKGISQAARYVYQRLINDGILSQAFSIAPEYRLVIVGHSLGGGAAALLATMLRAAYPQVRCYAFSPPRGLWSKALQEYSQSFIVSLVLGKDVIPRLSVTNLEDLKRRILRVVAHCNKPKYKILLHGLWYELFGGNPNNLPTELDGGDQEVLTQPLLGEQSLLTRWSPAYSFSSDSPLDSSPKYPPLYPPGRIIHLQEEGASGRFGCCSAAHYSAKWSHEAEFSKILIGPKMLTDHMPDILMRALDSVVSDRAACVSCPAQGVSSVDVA
# PvdQ inh = blocks Pseudomonas aeruginosa PvdQ acylase activity. AID 488965. inhibition, % at 10 µM. purified PvdQ acylase, fluorescence plate reader. 340,000 compounds, 0.063% hits; in the data active = inhibition above about 30%, passing the limit was not always enough; inconclusive = no clear call, values can overlap the other calls;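 also: 0% = vehicle neutral wells and 100% = reference inhibitor wells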
# Wnt act = activates Wnt/beta-catenin signaling in a reporter cell assay; activator, plate reader; activation, % at 9.35 µM; 300,000 compounds, 1.2% hits; AID 743398; in the data active = activation above about 30%, passing the limit was not always enough; inconclusive = no clear call, values can overlap the other calls;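 also: 0% = neutral control wells and 100% = positive control wells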
# An asterisk follows results filed as active; ? = inconclusive; · = not tested or not shown; & = joins results of further samples.
SMILES,AddAB inh,PfHsp90 yeast 2,Rtt109 Vps75,Tat export inh,E coli growth,phage Ecoli inh,CAL PDZ FP,DAGLB inh,PvdQ inh,Wnt act
COc1ccccc1N1CCN(C(=O)CN(CCc2ccccc2)S(C)(=O)=O)CC1,1.9,-21,·,3,3.0,0.5,-1.9,-2,-4,·
COc1cc(C2NC(=O)C(C#N)=C(Nc3cccc(C)c3)S2)ccc1O (stereo unspecified),1.1,-19,147*,-10,-0.2,2.1,-1.1,1,-8,2
CCCCNC(=O)CSc1cc(=O)n(C)c2ccccc12,1.9,-22,0,-2,-1.1,2.7,-1.8,1,-9,·
CCN1C(=O)[C@H]2[C@@H](c3ccc(-c4cc(C(C)=O)cs4)cc3)N3CCCC[C@@]3(C(=O)OC)[C@H]2C1=O,6.5,26,8,1,-0.8,1.6,-1.1,-2,0,-2
CCOc1cc(/C=N/n2cnnc2)ccc1OCC(=O)Nc1ccccc1OC,1.5,27,-2,-1,0.8,4.2,·,-3,-6,1
Nc1nc(COC(=O)CCC(=O)c2ccccc2)nc(Nc2ccccc2)n1,·,8,-1,-3,·,0.1,-0.8,3,-11,2
CCOC(=O)[C@@H]1[C@H]2COc3cc(OC)ccc3[C@@H]2N2C(=O)N(c3ccc(OC)cc3)C(=O)[C@]12C,2.7,-6,2,-48,-2.3,-0.3,-0.8,-5,-5,-3
Cc1cc(C)c2cc(C(c3nnnn3CC3CCCO3)N3CCN4CCCC4C3)c(=O)[nH]c2c1 (stereo unspecified),1.0,10,-20,9,0.7,0.2,0.5,2,-6,-1
O=C(COC(=O)CCC1CCCC1)Nc1nc2c(F)c(F)c(F)cc2s1,1.3,3,·,0,-1.4,1.7,-2.1,2,-3,0
CCc1ccc(-c2cc(C)no2)cc1S(=O)(=O)Nc1cc(C)ccn1,2.7,-5,2,-6,0.1,0.6,-1.9,0,-3,0
O=S(=O)(c1ccccc1)c1nc(-c2cccs2)oc1NCc1cccnc1,-0.8,11,4,1,0.9,2.3,-2.4,0,-6,-11
CCCN1C(=O)c2ccc(C(=O)Nc3nccs3)cc2C1=O,0.7,-1,-7,-7,0.7,3.4,0.8,-2,4,3
CCOC(=O)c1cc(C)n(Cc2ccc(OCC)c(OC)c2)c1C,-0.8,2,-1,11,-0.6,4.2,-0.2,-2,-18,-4
Cc1ccc2nc(NC(=O)c3ccc(OCC4CCCO4)cc3)sc2c1 (stereo unspecified),2.1,3,1,-5,0.4,3.2,-2.1,0,-1,-6
O=C(Nc1ccc(CN2CCOCC2)cc1)c1cc2ccccn2n1,-1.2,34,-4,3,0.3,0.1,-1.5,1,-17,-3
CC(=O)Nc1ccc(NC(=O)c2ccc(N(Cc3ccccc3C)S(C)(=O)=O)cc2)cc1,-0.6,-8,0,-14,-2.0,-0.1,-1.3,-3,-15,-2
O=C(CCc1ccc(S(=O)(=O)NC2CCCCC2)cc1)NCc1ccccn1,0.8,-2,-1,2,1.6,5.3,0.7,-2,-7,-1
CCOC(=O)C1CCN(C(=O)COc2cccc(C)c2)CC1,1.9,18,0,15,1.1,-1.8,-1.8,-2,-12,-2
Cc1csc(NC(=O)CCn2c(=O)sc3ccccc32)n1,0.2,4,-3,-6,1.6,3.2,-0.6,-1,-11,·
CCCCNC(C(=O)Nc1ccc([N+](=O)[O-])cc1Br)c1ccccc1 (stereo unspecified),1.2,4,11,-2,2.1,-0.5,-0.4,-4,-17,0

# Part of the list above with just PfHsp90 yeast 2 and phage Ecoli inh:
mol | PfHsp90 yeast 2 | phage Ecoli inh
COc1ccccc1N1CCN(C(=O)CN(CCc2ccccc2)S(C)(=O)=O)CC1 | -21 | 0.5
COc1cc(C2NC(=O)C(C#N)=C(Nc3cccc(C)c3)S2)ccc1O (stereo unspecified) | -19 | 2.1

# (next part)
SMILES,AddAB inh,PfHsp90 yeast 2,Rtt109 Vps75,Tat export inh,E coli growth,phage Ecoli inh,CAL PDZ FP,DAGLB inh,PvdQ inh,Wnt act
S=c1nc(-c2ccccc2)oc2c1CCCC2,0.7,-5,-14,3,-1.1,1.0,-1.8,-7,0,74*
Cc1csc(CNc2ncnc3ccc(-c4ccc5c(c4)OCCO5)cc23)c1,1.8,9,5,-3,1.8,2.2,-1.9,-4,5,-2
Cc1[nH]c(=O)[nH]c(=O)c1/C=N/NC(=O)CCNC(=O)OC(C)(C)C,0.4,-7,-2,-16,0.3,0.8,0.2,0,5,-1
Cc1ccc2c(c1)C(O)(CC(=O)c1ccc(C)s1)C(=O)N2 (stereo unspecified),7.5,9,·,9,-1.1,4.8,-1.2,-2,-16,2
CCOc1ccccc1C(=O)NCC(=O)O,3.9,-14,3,8,-3.2,3.7,0.4,-3,3,-1
O=[N+]([O-])c1cc(-n2cccc2)ccc1N1CCOCC1,-2.1,-3,8,-4,0.0,1.8,16,11,-7,3
Cc1cc2ncn(C(=O)N3CCC(C)CC3)c2cc1C,-1.9,-17,6,2,0.9,2.8,-0.1,0,-4,·
CCCCCC/C(=N/O)c1ccccn1,4.0,-38,-3,1,6.7,2.9,-1.3,3,-9,·
O=C(c1ccc(OCCN2CCCCC2)cc1)c1c(-c2ccc(O)cc2)sc2cc(O)ccc12,-4.1&0.1,12&-10,?,10&-3,-2.0&-0.7,4.3&2.4,-0.9&-0.3,1&1,-10&3,-2&-6
Cc1ccc(N=C2NC(=O)C(CC(=O)NCc3ccccc3)S2)cc1C (stereo unspecified),2.1,22,2,-1,-0.9,1.3,-2.2,-1,-10,·
COc1ccc(-c2nc3ccc(N4CCCC4)cc3c(=O)[nH]2)cc1OC,1.5,55,1,-2,0.9,1.4,0.3,6,-11,0
CN(c1ccccc1)S(=O)(=O)c1ccc(Cl)c(C(=O)NC2=NCCS2)c1,0.0,-23,10,9,0.6,2.0,-3.9,1,7,-1
CCOC(=O)Cn1c(=O)cnc2ccccc21,1.5,-13,-2,2,1.6,3.3,-0.5,-4,-12,·
CCCCN1C(=O)C(=O)N(CC(=O)N2N=C3/C(=C/c4ccco4)CCCC3C2c2ccco2)C1=O (stereo unspecified),-0.7,-24,15,0,-0.9,3.2,-2.6,-3,-11,-2
C[N+]1(CCn2ccc3ccccc32)CCCCC1,3.3,17,·,0,-0.1,2.5,-0.5,2,-7,-1
O=C(CCCn1c(=O)c2sccc2n(Cc2ccc(F)cc2)c1=O)NCc1ccco1,0.9,·,3,-12,0.2,·,0.2,-3,-12,-1
CCn1c(CNc2ccc(Cl)cc2)nnc1SCCN1CCCCC1,4.8,-1,-2,0,-0.4,0.5,·,1,-14,-3
CC(=O)Nc1ccc(S(=O)(=O)Nc2nc3ccccc3nc2N2CCOCC2)cc1,-0.3,11,0,-1,-2.1,0.8,0.2,1,22,-6
CN(C(=O)COC(=O)Cc1c(F)cccc1Cl)c1c(N)n(Cc2ccccc2)c(=O)[nH]c1=O,2.0,9,0,-7,0.9,0.7,0.2,2,-8,-4
C#CC(C)(C)NC(=O)c1ccc(-c2ccccc2F)cc1,0.1,1,6,-1,-1.1,-1.2,-0.8,-5,-9,29
CCn1c(=O)c(CCC(=O)N2CCN(c3ccccn3)CC2)c(C)c2c(C)nn(-c3cccc(C)c3)c21,1.4,-13,3,8,2.5,-1.0,-2.5,-4,-14,-3
COC(=O)c1ccc(NS(=O)(=O)NC(=O)c2c[nH]c3ccccc23)cc1,4.4,2,0,4,-1.2,1.1,-1.7,-5,-6,-2
COc1ccc(CNC(=O)CN(C(=O)c2snc(C(N)=O)c2N)c2ccc(F)cc2)cc1,3.6,-2,-19,1,0.6,2.3,-3.2,-2,-13,-1
CCOc1cccc2cc(C(=O)N3CCc4ccccc43)c(=O)oc12,1.5,5,-4,-9,1.2,3.1,-0.4,0,-27,·
Cc1ccc(SCc2cc(=O)[nH]c(SCC(=O)Nc3cc(Cl)ccc3Cl)n2)cc1,2.2,10,-9,2,0.2,4.0,-0.5,6,0,0
CN(CC(=O)Nc1ccc(F)c(F)c1F)C(=O)CCN1C(=O)C2CCCCC2C1=O (stereo unspecified),0.6,-5,-5,-15,-1.4,1.3,0.5,-1,-15,1
Cc1cc(Nc2cc(F)ccc2C)n2nc(C)nc2n1,5.1,0,-4,-35,1.4,3.8,0.3,-5,6,1
CSc1ccc(/C=N/NC(=O)CNc2ccc3ccccc3c2)cc1,1.2,-3,4,1,-2.5,2.1,-2.9,-4,7,1
CC1SC(=NC(=O)c2ccncc2)NC1=O (stereo unspecified),3.2,-16,-3,4,1.7,1.9,-0.7,3,-6,0
Cc1ccccc1C(=O)Nc1nnc(CC(=O)N/N=C/c2cn(Cc3ccccc3)c3ccccc23)s1,0.6,-26,-2,-9,2.1,1.5,-1.6,12,-9,-17
CCNc1nc(Nc2ccc(C)c(Cl)c2)c2cnn(C)c2n1,-3.4,-52,1,0,0.1,0.3,-0.3,1,2,-2
COc1ccc(CCNC(=O)C2CCCN(S(=O)(=O)c3ccccc3)C2)cc1 (stereo unspecified),3.1,4,7,-3,-1.8,-2.6,-1.5,3,-10,-1
COc1ccc(C)cc1NC(=O)CSc1nnc(COc2ccccc2)n1Cc1ccco1,2.0,·,4,7,-0.1,0.0,-1.2,2,-8,-2
CN1C(=O)NC2C1N(S(C)(=O)=O)CCN2S(C)(=O)=O (stereo unspecified),0.9,2,19,0,3.7,1.4,-2.2,-2,1,·
CCOC(=O)c1c(C)c(C(=O)N2CCCCCC2)c(C)n1CC,1.2,·,6,6,-1.8,·,-1.4,-2,-10,-1
Cc1cc(Cl)ccc1C(=O)C1CCCN(C(=O)c2snnc2C)C1 (stereo unspecified),-1.4,-16,1,-3,-0.8,2.7,-2.3,3,-14,1
COc1ccc(-n2ccnc(SCC(=O)NCc3ccc(C)cc3)c2=O)cc1Cl,0.5,12,-3,-9,1.7,4.3,-0.7,-3,-13,-2
CN(C(=O)CCn1c(=S)oc2ccccc21)c1ccc(F)cc1,-0.2,-2,·,-7,0.4,3.0,-2.0,-2,36*,-4
CN(C)C(=O)COc1ncnc2sc(-c3ccccc3)cc12,1.1,-14,1,13,-1.3,2.8,0.0,0,-6,3
Cc1ccc(S(=O)(=O)NC(CC(C)C)C(=O)NCC(c2ccco2)N2CCCCC2)cc1 (stereo unspecified),-0.9,·,2,-1,-0.9,·,0.5,0,-13,·
Cc1c([N+](=O)[O-])c(C(=O)Nc2ccc3c(c2)OCCO3)nn1C,0.3,13,-5,-1,-0.6,2.7,-2.1,1,-11,·
COc1ccc(O)c(-c2[nH]ncc2C(=O)c2ccccc2C)c1,-0.7,29,-5,8,0.7,-0.5,-0.3,2,-16,·
CC(C)CCN(C(=O)c1ccc(Br)cc1)c1c(N)n(Cc2ccccc2)c(=O)[nH]c1=O,0.3,-35,-4,2,6.3,2.2,-0.7,1,-18,-3
O=C(c1cc(-c2cccnc2)nc2ccccc12)N1CCCc2ccccc21,1.7,9,7,-7,0.5,4.3,-3.3,-2,2,-2
O=C1CC(=O)Nc2cc(S(=O)(=O)Nc3ccc(F)cc3Cl)ccc2N1,6.1,-11,-2,-5,-0.9,2.7,-0.5,1,3,2

# Screening results deposited in PubChem BioAssay by several laboratories.
